cardiac RTF act: increases calcium sensitivity of human cardiac regulated thin filaments | 340,000 tested, 0.24% active | IANBD-labeled TnC RTF fluorescence at EC20 calcium; 0% EC20 calcium, 100% full calcium | AID 493008 | activation, % at 7.2 µM;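 active = activation above the mean over all tested compounds plus 3 SD, cut at about 30% in these data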;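 note: rise in fluorescence read as greater calcium sensitivity of cardiac thin filaments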
Wnt bcat act: activates Wnt/beta-catenin signaling in a reporter cell assay; activator, plate reader; activation, % at 9.35 µM; 300,000 tested, 1.2% active; in the data active = activation above about 30%, passing the limit was not always enough; inconclusive = no clear call, values can overlap the other calls;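 note: 0% = neutral control wells and 100% = positive control wells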
DSG3 Ab inh: inhibitors of pemphigus antibody binding to human desmoglein-3; P32926; DSG3-coupled beads, scFv-anti-DSG3-GFP binding, flow cytometry; active compounds read low; binding (percent of control), % at 10 µM; 310,000 tested, 0.48% active;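 active = binding more than 3 SD below its plate's average and above zero; inconclusive = below that plate limit but binding exactly zero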;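 note: hits lower antibody fragment binding to DSG3; some compounds called inactive have numbers as strong as hits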
V-ATPase pH: regulators of yeast V-ATPase proton transport. 350,000 tested, 0.37% active. AID 504577. S. cerevisiae, pHLuorin cytosolic pH fluorescence. response, % at 10 µM; in the data active = response mostly above about 7.3%, no sharp cut-off; inactive = mostly below about 5.4%; note: actives read high; inactives centre near 0; some compounds called inactive have numbers as strong as hits; reference of the scale not given here
Arr AP2 block: blocks beta-arrestin peptide binding to AP2 adaptin | FITC-arrestin peptide / GST-AP2 beads, flow cytometry; AP2 beta2 appendage carries R879A mutation | inhibition, % at 10 µM | 340,000 tested, 0.31% active | AID 504490;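 active = inhibition above a set limit, near 3 SD of compounds lacking own fluorescence, cut at about 54% in these data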;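 note: plate controls were DMSO wells for no effect and 5 µM unlabelled arrestin peptide for full effect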
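Measured by: flow cytometry, FL1 (488/535 nm); Material: AP2 appendage R879A on GSH beads; Evaluation: percent response; Timing: pre-incubation 12 min, peptide binding 1 h, room temperature; Also added: 50 nM FITC-arrestin peptide; Medium: PBS with 0.05% Tween 20 and 0.1% BSA.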
Keap1 Nrf2 FP: disrupts human Keap1 binding to Nrf2 peptide. Keap1 Kelch-Nrf2 peptide fluorescence polarization, 1536-well. inhibition, % at 9.4 µM. 340,000 tested, 0.15% active; in the data active = inhibition above about 12%; inconclusive = no clear call, values can overlap the other calls; inactive = below about 7.3%;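 note: human Keap1 Kelch domain with fluorescein labeled Nrf2 9mer peptide probe; 0% = neutral control wells and 100% = peptide positive control; higher means more block of Keap1 binding to Nrf2 peptide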
Target sequence (Q14145 whole entry, looked up, the tested form may be a part): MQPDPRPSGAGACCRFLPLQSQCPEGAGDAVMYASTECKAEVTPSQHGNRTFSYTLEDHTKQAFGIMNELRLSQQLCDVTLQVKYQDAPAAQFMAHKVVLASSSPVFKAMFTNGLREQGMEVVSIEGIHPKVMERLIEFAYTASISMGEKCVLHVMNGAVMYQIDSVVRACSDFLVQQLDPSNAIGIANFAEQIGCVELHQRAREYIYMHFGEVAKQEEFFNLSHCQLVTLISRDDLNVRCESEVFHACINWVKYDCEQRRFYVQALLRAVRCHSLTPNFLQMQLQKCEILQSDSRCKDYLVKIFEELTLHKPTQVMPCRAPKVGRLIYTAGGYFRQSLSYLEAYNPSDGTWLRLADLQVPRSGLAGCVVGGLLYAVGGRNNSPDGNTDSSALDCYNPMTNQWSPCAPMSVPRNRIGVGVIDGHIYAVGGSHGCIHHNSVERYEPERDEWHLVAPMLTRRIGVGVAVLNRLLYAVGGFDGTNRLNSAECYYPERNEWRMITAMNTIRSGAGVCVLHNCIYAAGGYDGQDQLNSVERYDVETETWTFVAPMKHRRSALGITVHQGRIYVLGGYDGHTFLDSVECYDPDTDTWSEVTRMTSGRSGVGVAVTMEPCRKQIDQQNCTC
MOR-DOR ag: OPRM1-OPRD1 heterodimerization agonism; P35372+P41143; cells, luminescence; activation, % at 9.3 µM; 340,000 tested, 0.3% active; AID 504326; in the data active = activation above about 18%;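 note: 0% = vehicle-treated cells and 100% = reference agonist; values of inactives mirror those of a sister screen read the other way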
OPRM1-OPRD1 inv: inverse agonist of human OPRM1-OPRD1 heterodimerization | 340,000 tested, 0.21% active | cell-based MOR-DOR heterodimer luminescence, inverse agonism | inhibition, % at 9.3 µM | AID 504357; in the data active = inhibition above about 22%, passing the limit was not always enough;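 note: 0% = cells with DMSO and 100% = wells without cells with DMSO; values of inactives mirror those of a sister screen read the other way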
C-LANA FP: KSHV C-LANA DNA binding inhibition; MBP-C-LANA/FAM-LBS DNA binding, fluorescence polarization; inhibition, % at 9 µM; 340,000 tested, 0.078% active; AID 504423;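 active = highest replicate inhibition at or above 60% at 9 µM, even if other replicates fall short; inactive = all replicates below 60% inhibition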;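 note: 0% = neutral control wells and 100% = 4 µM acridine orange control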
RTF Ca sens inh: cardiac RTF calcium desensitization; P19429+P45379; IANBD-labeled cardiac RTF, Ca2+ fluorescence; inhibition, % at 7.15 µM; 340,000 tested, 0.12% active; AID 493244;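 active = inhibition above the mean inhibition of all tested compounds plus 3 SD, cut at about 17% in these data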;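 note: assay run at fixed EC70 calcium of 1.6 mM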
* = called active by the depositor; u = inconclusive; x = no result given.

SMILES | cardiac RTF act | Wnt bcat act | DSG3 Ab inh | V-ATPase pH | Arr AP2 block | Keap1 Nrf2 FP | MOR-DOR ag | OPRM1-OPRD1 inv | C-LANA FP | RTF Ca sens inh
CN(C[C@H](Cc1ccccc1)N(CCN(CCc1ccccc1)N=O)N=O)N=O | 8 | 5 | 105 | 16 | -8 | -6 | -1.8 | 10 | 2.3 | -5
C/C(CCc1ccc2c(c1)OCO2)=N\N=C1\NC(=O)CC(C(=O)Nc2ccccc2)S1 (centres undefined) | 9 | -1 | 98 | -3 | -3 | -7 | 0.8 | -4 | -0.1 | -3
COCCNC(=O)C(OC(=O)c1cc2oc(C)cc2n1C)C(C)C (centres undefined) | -2 | x | x | 5 | -2 | 0 | -1.3 | 8 | -1.1 | 1
Cc1cc2ncn(S(=O)(=O)c3ccc(S(=O)(=O)N4CCOCC4)cc3)c2cc1C | 0 | x | 98 | -3 | 6 | -1 | -3.9 | 19 | -1.3 | -4
O=C1CN(C(=O)CSc2nc3ccccc3c(=O)n2CC2CCCO2)c2ccccc2N1 (centres undefined) | 5 | -2 | 97 | 11* | 14 | -7 | -2.8 | 14 | -1.1 | -2
CC1(C)Cc2c(C#N)c(N3CCN(C(=O)c4ccccc4)CC3)nc(Cc3ccccc3)c2CO1 | -8 | x | x | 3 | 17 | -2 | 0.5 | -2 | 1.8 | 1
CC(=O)N1CCN(c2nc(CC(C)C)c3c(c2C#N)CCC3)CC1 | -4 | x | 105 | 0 | -1 | -5 | -1.2 | 6 | 0.9 | -6
O=C(NCC1CCCO1)c1ccc2c3n(nc2c1)-c1ccccc1CO3 (centres undefined) | 7 | u | 101 | -3 | -2 | 5 | -1.6 | 9 | 0.5 | -15
Cc1ccc(N(C(C)C(=O)N2CCN(Cc3ccccc3)CC2)S(C)(=O)=O)cc1 (centres undefined) | 9 | 0 | 106 | -2 | 7 | -6 | -1.9 | 9 | 1.1 | -3
CCOC(=O)Cc1csc(NC(=O)CCN2C(=O)c3cccc([N+](=O)[O-])c3C2=O)n1 | 1 | -1 | 113 | -3 | -8 | -6 | 0.1 | 0 | -1.0 | -16
Cc1ccc(S(=O)(=O)N(C)C)cc1NC(=O)COC(=O)CCC1CCCCC1 | -12 | -5 | 102 | 6 | 35 | 3 | 0.5 | -2 | 0.6 | 6
Cc1cc(C)n(CCC(=O)N/N=C/c2ccccc2O)n1 | -2 | -6 | 83 | 2 | -1 | 2 | -0.3 | 2 | 0.5 | -6
COc1ccc(C(C(=O)NC2CCCC2)N(C(=O)c2snc(C(N)=O)c2N)c2cccc(O)c2)cc1 (centres undefined) | -6 | x | 97 | -3 | 19 | -5 | 2.3 | -19 | 0.9 | -14
CCOc1ccc(NC(=O)CSC(N)=O)cc1 | 6 | -4 | 101 | -2 | 5 | -4 | -3.2 | 18 | 0.2 | -7
CC(C)Nc1nc(-c2ccccn2)nc(-c2ccccc2)c1C#N | -4 | -1 | 101 | 0 | 2 | 3 | -3.0 | 16 | -1.7 | 4
Cc1ccc(C(=O)NC2CCN(CC(=O)NC3CCC(C)CC3)CC2)cc1 (centres undefined) | 0 | -2 | 93 | 2 | 27 | -6 | -2.1 | 13 | 0.0 | -28
O=C(Nc1oc2ccccc2c(=O)c1-c1ccc(Cl)cc1)c1ccco1 | -10 | -1 | x | 2 | 20 | 6 | -0.7 | 4 | 2.0 | -9
Cc1ccccc1NC(=O)CN1C(=O)S/C(=C\c2ccc(-c3cc(C(=O)O)ccc3C)o2)C1=O | 5 | -1 | 100 | -18 | 22 | -8 | -2.6 | 13 | 23 | 0
O=C(COC(=O)CCC(=O)c1ccccc1)NNC(=O)c1ccc(Cl)cc1 | -6 | -1 | 103 | -3 | -11 | -4 | -3.4 | 16 | -1.3 | 9
CCOc1ccc(/C=C2\SC(=S)N(CCC(=O)Nc3cccc(C(=O)O)c3)C2=O)cc1 | -5 | 9 | 97 | 3 | -10 | 5 | 0.4 | -2 | -0.2 | -4

An excerpt of these results, with tabs:
Compound	cardiac RTF act	Wnt bcat act	DSG3 Ab inh	V-ATPase pH	Arr AP2 block	Keap1 Nrf2 FP	MOR-DOR ag	OPRM1-OPRD1 inv	C-LANA FP	RTF Ca sens inh
COc1ccc(C(C(=O)NC2CCCC2)N(C(=O)c2snc(C(N)=O)c2N)c2cccc(O)c2)cc1 (centres undefined)	-6	x	97	-3	19	-5	2.3	-19	0.9	-14
Cc1ccccc1NC(=O)CN1C(=O)S/C(=C\c2ccc(-c3cc(C(=O)O)ccc3C)o2)C1=O	5	-1	100	-18	22	-8	-2.6	13	23	0
CCOc1ccc(/C=C2\SC(=S)N(CCC(=O)Nc3cccc(C(=O)O)c3)C2=O)cc1	-5	9	97	3	-10	5	0.4	-2	-0.2	-4

(further entries)
SMILES | cardiac RTF act | Wnt bcat act | DSG3 Ab inh | V-ATPase pH | Arr AP2 block | Keap1 Nrf2 FP | MOR-DOR ag | OPRM1-OPRD1 inv | C-LANA FP | RTF Ca sens inh
c1cc[n+](CCCC[n+]2ccccc2)cc1 | -2 | -2 | 119 | 6 | 6 | -5 | -0.6 | 3 | x | 3
CC(C)N(C(=O)CSc1nnc(Cn2nnc3ccccc32)n1C)C(C)C | 6 | x | 102 | 0 | 7 | -5 | -1.5 | 8 | -2.5 | 6
COC(=O)c1cccc(NC(=O)CSc2nnc(C)o2)c1 | -2 | 0 | x | 3 | -1 | -8 | 0.6 | -4 | 1.1 | -5
Cc1ccccc1CNC(=O)C(=O)NCC1CCCN1S(=O)(=O)c1ccccc1 (centres undefined) | -4 | 1 | 106 | -2 | 20 | -1 | -1.3 | 8 | 0.1 | -3
COc1ccc(N(C(C)=O)c2nc(C)cc(C)c2C#N)c(OC)c1 | 0 | 6 | 85 | -4 | -4 | -2 | -1.7 | 11 | -0.1 | 5
CCOC(=O)c1cc(-c2ccc(Cl)s2)[nH]n1 | 6 | 3 | 119 | -3 | 1 | 0 | -1.0 | 5 | -1.5 | 3
COc1ccc(C2(C)NC(=O)N(CC(=O)Nc3ccc4ccccc4c3)C2=O)cc1OC (centres undefined) | -2 | 0 | 109 | 1 | -11 | -3 | -1.6 | 10 | -2.4 | -5
CN(C)C(=O)CSc1nnc(-c2ccncc2)n1Cc1ccco1 | 0 | -2 | 98 | 1 | 27 | -3 | -1.6 | 8 | -0.3 | -12
CCOc1ccc(NC(=O)c2cc3c(=O)n(C)c4ccccc4c3n2C)cc1 | 5 | 3 | 108 | -3 | 0 | -3 | -2.3 | 11 | -1.1 | -3
O=C(CNS(=O)(=O)c1ccc(F)cc1)N1CCCCCC1 | 3 | -1 | 96 | 16 | -3 | -3 | -0.1 | 1 | 0.5 | -12
Cc1[nH]c2ccccc2c1CN1CCN(c2ccccn2)CC1 | 3 | -1 | 105 | -1 | 14 | 3 | -0.7 | 4 | -0.6 | 1
O=C(CSc1ccc(F)cc1)Nc1ccc(C2SCCS2)cc1 | x | 9 | 96 | -11 | 11 | -1 | x | x | 0.1 | x
CCN=C1SC(C(=O)Nc2cccc(C(=O)O)c2)CC(=O)N1CC (centres undefined) | 3 | 1 | 102 | -3 | 29 | 0 | -1.5 | 9 | -0.8 | 2
COc1ccc(S(=O)(=O)Nc2ccc(Nc3ccccc3)cc2)cc1 | x | 1 | 99 | -2 | 31 | x | x | x | x | x
c1ccc(-n2c(-c3ccncc3)nnc2N2CCOCC2)cc1 | 3 | x | 105 | 2 | -6 | -3 | -0.3 | 2 | 3.5 | -2
NC(=O)c1c(NC(=O)Cc2ccccc2)sc2c1CCN(Cc1ccccc1)C2 | 2 | -4 | 103 | -1 | -6 | -40 | -0.6 | 4 | -9.5 | -8
CCOc1cc(C=NNC(=O)c2cccc(S(=O)(=O)N3CCCC3)c2)ccc1O | 2 | -3 | 97 | 0 | -2 | -2 | -3.5 | 14 | -1.6 | -1
CCCn1c(SCC(=O)c2ccc(OC)c(OC)c2)nc2c1c(=O)n(C)c(=O)n2C | 4 | x | 107 | -2 | 24 | 1 | -2.9 | 14 | 2.1 | -5
O=C(CSc1nc2c(c(=O)n1-c1ccc(Cl)cc1)SCC2)Nc1nccs1 | -4 | 1 | 108 | -1 | 21 | -1 | -1.9 | 11 | 1.3 | 7
Cc1ccc(S(=O)(=O)N2CCN(S(=O)(=O)N3CCCCC3)CC2)cc1 | 1 | x | 81 | 5 | 1 | 2 | -0.3 | 2 | 1.2 | 4
Cc1c(C(=O)O)c(=O)n(-c2ccccc2)n1-c1ccccc1 | 0 | 0 | 98 | 0 | 3 | -3 | -1.4 | 7 | 0.7 | -5
CCCCNC(=O)C(C)N(CCN(C)C)C(=O)CCCCCN1C(=O)NC(c2ccc(Cl)cc2)C(C(=O)OCc2ccccc2)=C1C (centres undefined) | -4 | -9 | 114 | -2 | 5 | -1 | -0.8 | 4 | -3.1 | 0
Cc1ccccc1-c1cc2nc(-c3ccc([N+](=O)[O-])cc3)cc(=O)n2[nH]1 | 1 | -1 | 102 | 0 | 0 | -2 | -1.3 | 7 | 1.0 | -2
CCOC(=O)c1ccc(Nc2nc(C)nc3c2nnn3Cc2ccccc2)cc1 | -3 | 2 | 114 | 0 | 0 | -4 | 5.2 | -25 | 2.0 | -1
CN1CCN(C(=O)C2=C[C@@H](c3ccc(C(F)(F)F)cc3)C[C@@H](OCCCCO)O2)CC1 | 9 | 0 | 103 | -3 | 4 | 1 | -2.2 | 12 | 1.7 | -21
CCOC(=O)c1c(C)nc2c(c1-c1ccc(OC)c(OC)c1)C(=O)c1ccccc1-2 | 3 | -1 | 101 | -3 | 7 | 5 | -1.8 | 10 | 0.3 | -5
CC1(/[N+]([O-])=C\c2ccccc2F)CCCCC1=O (centres undefined) | -8 | 0 | x | 0 | 4 | 3 | -0.4 | 2 | -0.8 | -11
O=C(C1=C[C@@H](c2coc3ccccc3c2=O)C[C@@H](OCc2ccc(CO)cc2)O1)N1CCN(Cc2ccccc2)CC1 | 0 | x | 101 | -2 | 9 | -2 | 0.3 | -2 | -3.5 | -2
CC(Sc1nnc(C2CC2)n1C)C(=O)Nc1ccc(N2CCOCC2)cc1 (centres undefined) | 1 | 2 | 107 | 2 | 23 | 1 | 0.4 | -3 | -2.2 | 1
C#CCOCCOCCOCCNc1nc(N2CCN(C(=O)CCCCCCCCCCNC(=O)Cn3cc(C[C@@H](C)O)nn3)CC2)nc(N2CCN(C(=O)CCCCCCCCCCNC(=O)[C@H](CCCCN)n3cc(C[C@@H](C)CC)nn3)CC2)n1 | 7 | x | 116 | 4 | -2 | -14 | 7.8 | -42 | -2.3 | -1
CCCS(=O)(=O)N1CCC(C(=O)NC2CCCC(C)C2C)CC1 (centres undefined) | 0 | x | 102 | -2 | 12 | 0 | -1.6 | 9 | 0.0 | -6
O=C(COC(=O)CNC(=O)c1ccccc1)Nc1ccccc1Cl | -1 | -13 | 101 | -1 | 4 | 0 | -1.4 | 8 | -0.1 | -5
O=C(COC(=O)c1ccc(F)cc1)Nc1ccc2c(c1)OCO2 | 3 | 13 | 95 | 5 | 39 | -3 | 2.0 | -9 | 1.5 | -4

Screening data as filed in PubChem.
